AT treatment – potential ataxia-telangiectasia treatments restoring KAP-1 phosphorylation; […] A-T fibroblasts, KAP-1 phosphorylation AlphaLISA; neocarzinostatin DNA damage 30 min before lysis; Potency, µM (top dose mostly 57.5 µM), for inactives: at the top dose activation, most hits filed as activators; 320,000 compounds, 0.19% hits; AID 485349; also: potency is read from the fitted curve at half-maximal effect; % of control where 0% means no effect; nearly all actives have a fitted effect of over 45% in size
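ATM-like activity read as KAP-1 phosphorylation via AlphaLISA donor/acceptor antibody pairs after lysis and 6 hr at 25C. Cells were ATM-null patient fibroblasts ([…], hTERT), dosed 60 min, then exposed to the DSB inducer NCS for 30 min.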
KCNH2 WT inh – blocks the wildtype human KCNH2 potassium channel; activity change, % at 1.84 µM; Q12809; 340,000 compounds, 0.37% hits; U2OS, BacMam KCNH2, thallium flux FluxOr; active compounds read low;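 active = maximum activity change below -70%; inconclusive = maximum activity change between -70% and -50%; inactive = maximum activity change above -50%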; also: % is scaled to controls: 0 for no effect and ±100 for the full control effect
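U2OS cells were transduced with wild-type KCNH2 virus (2.03 x 10^8 / mL) for 4 h at room temperature, then cultured overnight at 37 C. Thallium flux was read with FluxOr dye. Rate constants were normalized to DMSO controls.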
GALK inhibitor – inhibitors of human galactokinase. 270,000 compounds, 0.007% hits. P51570. Potency, µM (top dose mostly 57.5 µM), inactives show top-dose activity change, negative = inhibition, usual class: inhibitors. AID 1868. Purified GALK, Kinase-Glo residual ATP luminescence; also: potency is read from the fitted curve at half-maximal effect; % is scaled to controls: 0 for no effect and ±100 for the full control effect
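ATP-depletion format; final 35 uM ATP, 100 uM D-galactose, 5 nM enzyme; pH 8.0 HEPES/Mg2+ buffer; 60 min RT; luminescence read 10 min after detection reagent.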
ASM inhibitor – inhibitors of human secretory acid sphingomyelinase. P17405. placental ASM, HMU-PC fluorogenic substrate, 60 min. Potency, µM (series often up to 57.5 µM), for inactives: at the highest dose activity change, negative = inhibition, hits mostly inhibitors. 340,000 compounds, 0.006% hits; also: potency is read from the fitted curve at half-maximal effect
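Steps: dispense placental human ASM, pin compound, wait 10 min at room temperature, add HMU-PC0 substrate at 9 uM final, incubate 60 min at 37 °C, add stop solution raising pH to 10, read fluorescence.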
MBNL1-CUG inh – MBNL1-poly(CUG) RNA binding inhibition. TR-FRET MBNL1-His/biotin-(CUG)12 binding, 665/545 ratio. 280,000 compounds, 0.036% hits. Q9NR56. Potency, µM (top dose mostly 57.5 µM), for inactives: at the top dose activity change, negative = inhibition, most hits filed as inhibitors; active = well fitted inhibition curve with a large enough effect in the signal ratio, with a control signal flat, not every such curve was filed as active; inconclusive = small, poorly fitted or top-dose-only effect, or effect the other way, or a change in a side signal; inactive = no such curve, though single readings can be large or run the other way; the % refers to the signal ratio; also: potency is read from the fitted curve at half-maximal effect; % is scaled to controls: 0 for no effect and ±100 for the full control effect
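Compound titration spanned 92 nM–58 uM against the MBNL1-His/biotin-(CUG)12 complex. After 60 min at room temperature with 5 nM streptavidin-XL665 and 0.055 ng/ul terbium anti-His, ratiometric 665/545 nm emission (Ex 340 nm) normalized to controls.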
TRPV1 agonist – activates the human vanilloid receptor TRPV1. TRPV1-expressing cells, Fluo-8 calcium influx, agonist mode. activation, % at 8.33 µM. 320,000 compounds, 0.19% hits. AID 540275; in the data active = activation above about 80%; inconclusive = between about 30% and that limit; also: 0% is about no effect
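Fluo-8 calcium influx in TRPV1-expressing cells, kinetic read (ex 480/em 520 nm). Compound added and read 3 min for agonist activity, followed by capsaicin at EC20 final and 2 min further read for enhancement.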
KCNH2 3.1 inh – inhibitors of human KCNH2 3.1 potassium channel isoform; U2OS KCNH2 3.1, thallium flux FluxOr; active compounds read low; activity change, % (tested at about 1.8 µM); 340,000 compounds, 0.95% hits; AID 720553;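 active = maximum activity change below -70%; inconclusive = maximum activity change from -70% to -50%; inactive = maximum activity change above -50%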;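 also: thallium influx rate constant from kinetic fluorescence after stimulation buffer; % is scaled to controls: 0 for no effect and ±100 for the full control effect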
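Virally transduced U2OS (3.1 isoform, 4 h infection in dark at RT) → overnight 37 C → FluxOr + Red40 in HBSS/HEPES, 45 min → stimulation buffer, 2 min kinetic read → rate constant vs DMSO controls.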
Integrin act MD – integrin-mediated muscular dystrophy alleviation activation; alpha7betagal myoblasts, beta-gal FDG fluorescence, 48 h; Potency, µM (top dose mostly 38.3 µM), inactives show at the highest dose activation, actives largely listed as activators; 350,000 compounds, 0.064% hits; AID 624291;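 also: potency is read from the fitted curve at half-maximal effect; 100% = response of the positive control SU9516; nearly all actives have a fitted effect of over 60% in size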
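Alpha7betagal+/- myoblasts (passage 13) were plated 16-24 hr, then exposed to compounds (1:260 dilution of DMSO stock) for 48 hours at 37C. After MPER lysis, β-galactosidase reporter activity was read as FDG fluorescence (ex 480/em 540) after 30 minutes.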
CXXC DNA block – inhibitors of human MLL CXXC domain-DNA interaction | Potency, µM (series often up to 115 µM), without a hit: at the top dose activity change, negative = inhibition, usual class: inhibitors | MLL-CXXC / FITC-HOXA9 DNA fluorescence polarization | Q03164 | 290,000 compounds, 0.037% hits; active = well fitted inhibition curve with a large enough effect in the polarisation, with a control signal flat, not every such curve was filed as active; inconclusive = small, poorly fitted or top-dose-only effect, or effect the other way, or a change in a side signal; inactive = no such curve, though single readings can be large or run the other way; the % refers to the polarisation; also: potency is read from the fitted curve at half-maximal effect
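Purified MLL-CXXC (added from a 7 uM solution) was preincubated 5 min at ambient with pinned compounds in 50 mM Tris-HCl pH 7.5, 50 mM NaCl, 1 mM DTT, 0.05% BSA. Fluorescein-labeled HOX-A9 DNA (50 nM solution) followed, 30 min, then polarization read.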
FBPA coupling cs – coupling enzyme interference in Giardia aldolase counter-screen | coupling enzyme system counterscreen, AmpLite Red fluorescence | activity change, negative = inhibition, % at 58.2 µM, hits read low | 290,000 compounds, 0.67% hits | AID 2472; in the data active = activity change below about -30%; also: % is scaled to controls: 0 for no effect and ±100 for the full control effect
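Counterscreen lacking aldolase: glyceraldehyde-3-phosphate coupling-enzyme reagent preincubated 10 min at RT with compound (at 57.5 uM final), then substrate/coupling system with AmpLite Red added; fluorescence read at 525/598 nm after 20 min RT.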
Active calls of the source: *; [ ] = another dose, or the depositor's remark. Unless noted, calls follow the shape of the dose curve; as a rule, active = well fitted curve in the direction sought with a large enough effect; inconclusive = small, poorly fitted or top-dose-only effect, or another doubt; inactive = no such curve, though single readings can be large; an effect the other way counts as inactive or inconclusive.

Screening CC1(C)CC(=O)C=C(NCC(O)c2ccccc2)C1 (stereo not given) returned AT treatment 4%, KCNH2 WT inh 4, GALK inhibitor 2%, ASM inhibitor 5%, MBNL1-CUG inh 3%, TRPV1 agonist -4, KCNH2 3.1 inh 20, Integrin act MD 19%, CXXC DNA block 0% and FBPA coupling cs 0.
`O=c1c2c3nc4ccccc4nc3n(/N=C/c3ccccn3)c2ncn1-c1ccccc1` gave AT treatment 5%, KCNH2 WT inh 1, GALK inhibitor 0%, ASM inhibitor 53%, MBNL1-CUG inh inconclusive, TRPV1 agonist 3, KCNH2 3.1 inh -4, Integrin act MD -72%[inhibitor], CXXC DNA block -2% and FBPA coupling cs 1.
For O=C1c2ccccc2C(=O)N1c1ccc(Cl)cc1 the results were AT treatment -1%, GALK inhibitor -1%, MBNL1-CUG inh 22%, TRPV1 agonist 3, CXXC DNA block 10% and FBPA coupling cs 4.
CCOC(=O)C1=C(C)N=c2s/c(=C\c3cccn3C)c(=O)n2C1c1cccc(OC)c1OC (stereo not given) was read as AT treatment 9%, KCNH2 WT inh -10, GALK inhibitor 0%, ASM inhibitor -23%, MBNL1-CUG inh 6%, TRPV1 agonist 0, KCNH2 3.1 inh -16, Integrin act MD -55%[inhibitor], CXXC DNA block inconclusive and FBPA coupling cs -3.
`O=C(/C=C/c1ccccc1)NC(=S)NNC(=O)Cc1cccs1` gave AT treatment -1%, KCNH2 WT inh 27, GALK inhibitor 0%, ASM inhibitor 2%, MBNL1-CUG inh 9%, TRPV1 agonist 5, KCNH2 3.1 inh 23, Integrin act MD -28%, CXXC DNA block -10% and FBPA coupling cs 7.
COc1ccc(-c2cc(=O)oc3cc4occ(C)c4cc23)cc1 was read as AT treatment 6%, KCNH2 WT inh -5, GALK inhibitor 5%, ASM inhibitor -4%, MBNL1-CUG inh 0%, TRPV1 agonist 0, KCNH2 3.1 inh 9, Integrin act MD -10%, CXXC DNA block -1% and FBPA coupling cs 2.
Screening COC(=O)c1ccc(COC(=O)c2ccc(CO)cc2)o1 returned KCNH2 WT inh 5, GALK inhibitor 1%, ASM inhibitor -1%, MBNL1-CUG inh -22%, TRPV1 agonist -4, Integrin act MD 7%, CXXC DNA block -8% and FBPA coupling cs 7.
`O=C(NC(=O)c1ccccc1)OCCN1C(=O)c2ccccc2C1=O` gave AT treatment 0%, KCNH2 WT inh 3, GALK inhibitor 2%, ASM inhibitor 14%, MBNL1-CUG inh 14%, TRPV1 agonist 0, KCNH2 3.1 inh 8, Integrin act MD 2%, CXXC DNA block 14% and FBPA coupling cs 4.
CCOc1ccc(C2c3c(oc4ccccc4c3=O)C(=O)N2CCCN2CCOCC2)cc1 (stereo not given) was read as AT treatment -6%, KCNH2 WT inh -1, GALK inhibitor 0%, ASM inhibitor 6%, MBNL1-CUG inh 9%, TRPV1 agonist -1, KCNH2 3.1 inh 4, Integrin act MD 10%, CXXC DNA block 1% and FBPA coupling cs 0.
O=[N+]([O-])c1cccc(COc2cccc(CO)c2)c1 was read as KCNH2 WT inh 0, ASM inhibitor 6%, KCNH2 3.1 inh 15 and Integrin act MD 0%.
For CN1C(=O)/C(=C\c2ccccc2OCc2ccccc2)SC1=S the results were AT treatment -2%, KCNH2 WT inh 4, GALK inhibitor 4%, ASM inhibitor -1%, MBNL1-CUG inh -2%, TRPV1 agonist -1, KCNH2 3.1 inh -7, Integrin act MD 16%, CXXC DNA block 14% and FBPA coupling cs 1.
For CCN1CCN(CC(=O)Nc2ccc(S(=O)(=O)N3C(C)CCCC3C)cc2)CC1 (stereo not given) the results were AT treatment 4%, KCNH2 WT inh 6, GALK inhibitor -1%, ASM inhibitor 1%, MBNL1-CUG inh -10%, TRPV1 agonist -3, KCNH2 3.1 inh 35, Integrin act MD 15%, CXXC DNA block 1% and FBPA coupling cs -2.
CN(CCOc1ccc(Cl)cc1)C(=O)CN1C(=O)NC2(CCCCC2)C1=O was read as AT treatment -1%, KCNH2 WT inh -1, ASM inhibitor -2%, TRPV1 agonist 0, KCNH2 3.1 inh 1 and Integrin act MD -24%.
For O=C(CCCOc1ccc(Cl)cc1Cl)NCC1CCCO1 (stereo not given) the results were KCNH2 WT inh 13, GALK inhibitor -2%, ASM inhibitor 3%, MBNL1-CUG inh inconclusive, TRPV1 agonist 18, KCNH2 3.1 inh 11, Integrin act MD 14%, CXXC DNA block -3% and FBPA coupling cs -2.
`C/C(=C/C(=O)Nc1cccc(F)c1)N1CCCC1` gave AT treatment 0%, KCNH2 WT inh -13, GALK inhibitor 1%, ASM inhibitor -1%, TRPV1 agonist 5, KCNH2 3.1 inh 4, Integrin act MD 3%, CXXC DNA block 5% and FBPA coupling cs 3.
`COCCN1C(=O)C(=O)/C(=C(/O)c2ccc3c(c2)OCCO3)C1c1ccc(C(=O)OC)cc1` (stereo not given) gave AT treatment 5%, KCNH2 WT inh 0, GALK inhibitor 0%, ASM inhibitor 2%, MBNL1-CUG inh 4%, TRPV1 agonist -2, KCNH2 3.1 inh 12, Integrin act MD 12%, CXXC DNA block 12% and FBPA coupling cs 5.
Screening CSCCC(NC=C1C(=O)OC(C)(C)OC1=O)C(=O)O (stereo not given) returned AT treatment 2%, KCNH2 WT inh 22, GALK inhibitor -4%, ASM inhibitor 54%[activator], MBNL1-CUG inh -5%, KCNH2 3.1 inh 15, Integrin act MD 10%, CXXC DNA block -2% and FBPA coupling cs 0.
`CCCCc1nc2cc(C(=O)NCc3cn(C)nc3C)ccc2o1` gave AT treatment 8%, KCNH2 WT inh -12, GALK inhibitor -4%, ASM inhibitor 2%, MBNL1-CUG inh 18%, TRPV1 agonist -3, KCNH2 3.1 inh 17, Integrin act MD -38% and CXXC DNA block -9%.
For Cc1cc(C(=O)N/N=C2\CCCC(=O)C2)c(C)n1-c1ccccc1 the results were AT treatment -4%, KCNH2 WT inh -1, GALK inhibitor -2%, ASM inhibitor 7%, MBNL1-CUG inh -9%, TRPV1 agonist 1, KCNH2 3.1 inh 14, Integrin act MD -17%, CXXC DNA block 2% and FBPA coupling cs -4.
O=c1oc2c(CN3CCN(CCO)CC3)c(O)ccc2cc1-c1ccccn1 was read as AT treatment 33%, KCNH2 WT inh 5, GALK inhibitor 0%, ASM inhibitor inactive, MBNL1-CUG inh inconclusive, TRPV1 agonist 3, KCNH2 3.1 inh -1, Integrin act MD 9%, CXXC DNA block 7% and FBPA coupling cs -2.
For COc1ccc(CNC(=O)CS(=O)Cc2nc(-c3ccccc3C)oc2C)cc1 (stereo not given) the results were AT treatment 9%, KCNH2 WT inh 3, GALK inhibitor 1%, ASM inhibitor -1%, MBNL1-CUG inh 3%, TRPV1 agonist 13, KCNH2 3.1 inh 14, Integrin act MD 23%, CXXC DNA block 3% and FBPA coupling cs 1.
COc1ccc(-n2nnnc2SCC(=O)N2CCOCC2)cc1 was read as AT treatment 8%, KCNH2 WT inh 0, GALK inhibitor -2%, ASM inhibitor 9%, MBNL1-CUG inh 0%, TRPV1 agonist 1, KCNH2 3.1 inh -3, Integrin act MD -25%, CXXC DNA block -4% and FBPA coupling cs -2.
Screening Cc1ccc(S(=O)(=O)c2c(N)n(CCCN(C)C)c3nc4ccccc4nc23)cc1 returned AT treatment -8%, KCNH2 WT inh 9, GALK inhibitor -1%, ASM inhibitor inactive, MBNL1-CUG inh 5%, TRPV1 agonist 4, KCNH2 3.1 inh 10, Integrin act MD -21%, CXXC DNA block -2% and FBPA coupling cs 3.

3 structures from above, ordered by formula weight, ascending.
Screening COC(=O)c1ccc(COC(=O)c2ccc(CO)cc2)o1 returned KCNH2 WT inh 5, GALK inhibitor 1%, ASM inhibitor -1%, MBNL1-CUG inh -22%, TRPV1 agonist -4, Integrin act MD 7%, CXXC DNA block -8% and FBPA coupling cs 7.
COc1ccc(-c2cc(=O)oc3cc4occ(C)c4cc23)cc1 was read as AT treatment 6%, KCNH2 WT inh -5, GALK inhibitor 5%, ASM inhibitor -4%, MBNL1-CUG inh 0%, TRPV1 agonist 0, KCNH2 3.1 inh 9, Integrin act MD -10%, CXXC DNA block -1% and FBPA coupling cs 2.
CN(CCOc1ccc(Cl)cc1)C(=O)CN1C(=O)NC2(CCCCC2)C1=O was read as AT treatment -1%, KCNH2 WT inh -1, ASM inhibitor -2%, TRPV1 agonist 0, KCNH2 3.1 inh 1 and Integrin act MD -24%.

Screening data deposited in PubChem BioAssay by National Center for Advancing Translational Sciences (NCATS).
